Screening data from PubChem.
15-hLO-2 inh = qHTS Assay for Inhibitors of 15-hLO-2 (15-human lipoxygenase 2). AID 881, 2007. Potency, µM (top dose mostly 57.1 µM), for inactives: at the top dose activity change, negative = inhibition, actives largely listed as inhibitors. purified 15hLO-2, xylenol orange hydroperoxide absorbance. 110,000 tested, 0.56% active; note: potency is the fitted concentration of half-maximal effect; nearly all actives have a fitted effect of over 60% in size; many of its hits are not listed in these tables
Target sequence (O15296 whole entry, looked up): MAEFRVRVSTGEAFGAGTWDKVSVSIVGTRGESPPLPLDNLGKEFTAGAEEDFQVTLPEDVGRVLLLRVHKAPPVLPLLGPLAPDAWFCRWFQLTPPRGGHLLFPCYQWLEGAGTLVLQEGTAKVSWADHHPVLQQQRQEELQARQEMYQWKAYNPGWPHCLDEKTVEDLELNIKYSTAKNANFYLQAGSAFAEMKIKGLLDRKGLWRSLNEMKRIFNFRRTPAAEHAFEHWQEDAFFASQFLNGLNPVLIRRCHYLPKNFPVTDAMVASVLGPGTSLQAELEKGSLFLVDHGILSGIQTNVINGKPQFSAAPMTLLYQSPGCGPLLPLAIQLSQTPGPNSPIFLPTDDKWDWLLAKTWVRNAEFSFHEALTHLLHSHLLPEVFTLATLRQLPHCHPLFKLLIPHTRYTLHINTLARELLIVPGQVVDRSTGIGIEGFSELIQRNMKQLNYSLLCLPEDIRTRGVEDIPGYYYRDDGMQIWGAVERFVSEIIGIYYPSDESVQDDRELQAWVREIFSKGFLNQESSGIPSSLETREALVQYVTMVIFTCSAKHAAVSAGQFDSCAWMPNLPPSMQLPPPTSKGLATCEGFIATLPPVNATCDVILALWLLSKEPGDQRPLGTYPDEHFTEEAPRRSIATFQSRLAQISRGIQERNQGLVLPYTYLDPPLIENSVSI
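Purified human 15hLO-2 (50 nM final) preincubated with compounds 15 min at room temperature in 25 mM Hepes pH 7.5, 0.01% Triton X-100, then 45 uM arachidonic acid added for 90 min; hydroperoxide detected via ferrous/xylenol orange, 573/405 nm absorbance ratio.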
PNC inhibitor = High Content Assay for Compounds that inhibit the Assembly of the Perinucleolar Compartment; PC3M PTB-GFP, PNC prevalence imaging, 16 h; active compounds read low; activity change (PNC), negative = inhibition, % at 10 µM; 140,000 tested, 3.1% active;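 active = readout at or below -70, meaning at least 70% loss of cells showing the perinucleolar compartment, a nuclear body marking cancer cells; inconclusive = readout between -30 and a set limit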;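 note: plate controls were DMSO wells for no effect and camptothecin positive control wells for full effect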
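PC3M cells stably expressing PTB-GFP, 750–1000 cells/well, treated 16 h at 37 °C with compound (23 nl of library stock), in duplicate. After paraformaldehyde fixation and Hoechst stain, imaged at 20x; PNC prevalence scored by image analysis.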
IMPase cell inh = qHTS Assay for Identifying the Cell-Membrane Permeable IMPase Inhibitors; CHO-M1 cells, IP1 accumulation, HTRF TR-FRET ratio; AID 901, 2007; 120,000 tested, under 10 active; Inositol monophosphatase 1 (Rattus norvegicus), P97697; inhibition (IP1 accumulation), % at 46.1 µM; active = well fitted curve in the direction sought with a large enough effect in the signal ratio, not every such curve was filed as active; inconclusive = small, poorly fitted or top-dose-only effect, or a change in a side signal; inactive = no such curve, though single readings can be large or run the other way; the % refers to the signal ratio;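 note: cells stimulated with carbachol in lithium chloride buffer; plate controls were DMSO basal wells for no effect and reference inhibitor wells for full effect; higher means more IMPase inhibition seen as more IP1 and lower FRET ratio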
Target sequence (P97697 whole entry, looked up): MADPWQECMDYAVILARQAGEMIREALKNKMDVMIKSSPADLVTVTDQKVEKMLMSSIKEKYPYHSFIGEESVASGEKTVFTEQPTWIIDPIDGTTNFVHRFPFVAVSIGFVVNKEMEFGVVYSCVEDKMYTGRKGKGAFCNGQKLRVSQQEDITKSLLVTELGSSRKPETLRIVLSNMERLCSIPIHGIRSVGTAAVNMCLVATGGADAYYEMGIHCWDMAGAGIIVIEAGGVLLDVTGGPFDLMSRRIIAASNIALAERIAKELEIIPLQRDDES
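In this qHTS, compounds (final up to 46 uM) act on CHO-M1 cells that are then activated through the M1 receptor with carbachol, in pH 7.4 buffer containing 50 mM LiCl, for 30 min. IP1 accumulation is quantified by the IP-One immunoassay.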
12-hLO inh = qHTS Assay for Inhibitors of 12-hLO (12-human lipoxygenase); Polyunsaturated fatty acid lipoxygenase ALOX12 (Homo sapiens), P18054; purified 12-hLO, xylenol orange hydroperoxide absorbance; Potency, µM (titrated, usually from 57.1 µM), for the others: at the top dose activity change, negative = inhibition, hits mostly inhibitors; 150,000 tested, 0.12% active; note: potency is the fitted concentration of half-maximal effect; nearly all actives have a fitted effect of over 55% in size; many of its hits are not listed in these tables
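150 nM 12hLO, 25 mM Hepes pH 7.0 + 0.01% Triton X-100; cpd preinc 15 min RT; 40 uM arachidonic acid, 30 min RT; Fe-XO 30 min; A573/A405 ratio as read-out.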
Starred values were filed as active, the others as inactive; ? = inconclusive; . = no result given; [ ] = dose if it differs, or a comment. Unless noted, calls come from the whole dose curve; as a rule, active = well fitted curve in the direction sought with a large enough effect; inconclusive = small, poorly fitted or top-dose-only effect, or another doubt; inactive = no such curve, though single readings can be large; an effect the other way counts as inactive or inconclusive. Unless noted, % is set by controls: 0 for no effect and ±100 for the full control effect. Not all compounds are listed (hit frequency here may not be typical).

1. Cc1cccc(N(C)S(=O)(=O)c2ccc3[nH]cc(C(=O)N4CCOCC4)c(=O)c3c2)c1
2. O=C(c1sc2cc(F)ccc2c1Cl)N1CCN(c2cccc(Cl)c2)CC1
3. O=C(Nc1nnc(C(F)(F)F)s1)c1cccnc1
4. O=C(CCc1nc2ccccc2s1)OCC(=O)c1ccccc1
5. O=C(NCCc1nc2ccccc2[nH]1)/C(=C/c1ccco1)NC(=O)c1ccc(Br)o1
6. N#Cc1ccc(-c2ccc3c(c2)OCO3)nc1SCC(=O)OCc1ccccc1
7. CC(=O)NCCN=C(C)c1sc2ccccc2c1O
8. CCOC(=O)C1CCN(Cc2ccc(C(=O)OC)cc2)CC1
9. COc1ccc(-c2c(C)n([O-])c(C)c(C)[n+]2=O)cc1OC
10. O=C(CC1N=C2c3ccccc3N=C(SCc3ccc(Cl)cc3)N2C1=O)NCc1ccco1 (stereo not drawn)

entry no.	1	2	3	4	5	6	7	8	9	10
15-hLO-2 inh	-2%	.	.	.	.	-7%	-7%[11.4 µM]	-20%	-2%	-17%
PNC inhibitor	-2	?	70	-12	-2	7	?	39	-20	10
IMPase cell inh	3	-5	-7	1	3	-12	-1[1.84 µM]	23	3	-1
12-hLO inh	1%	-2%	11%	-2%	4%	0%	-6%	-4%	2%	-30%

11. COc1ccc(S(=O)(=O)N(C)CC(=O)NCCC2=CCCCC2)cc1OC
12. CN1CCN(S(=O)(=O)c2ccc(-c3noc(C4CCN(S(C)(=O)=O)CC4)n3)cc2)CC1
13. C=C(C)CSc1nnc(-c2cccc(S(=O)(=O)N(C)C)c2)n1-c1cc(OC)ccc1OC
14. O=c1oc2ccc3ccccc3c2cc1-c1nnc(-c2ccccc2)o1
15. CC(C)NC(=O)CSc1nc(-c2cccs2)cc(-c2ccccc2)c1C#N
16. CCOc1ccc(N(CC(=O)Nc2cccc(F)c2)S(=O)(=O)c2c(C)noc2C)cc1
17. CC(Oc1ccc(Cl)cc1Cl)C(=O)Nc1ccc2oc(-c3ccncc3)nc2c1 (stereo not drawn)
18. Cc1ccc(C2C(C#N)=C(N)N(N(C)C)C3=C2C(=O)CCC3)cc1 (stereo not drawn)
19. COCCn1c(=NC(=O)c2ccc3c(c2)OCO3)c(C#N)cc2c(=O)n3cccc(C)c3nc21
20. N#C/C(=C1\CCCN1)c1nc2ccccc2c(=O)[nH]1

entry no.	11	12	13	14	15	16	17	18	19	20
15-hLO-2 inh	-3%	0%	-3%	-12%	.	-1%	-6%	.	-10%	1%
PNC inhibitor	?	-26	?	-12	3	30	32	-2	?	17
IMPase cell inh	-4	-5	19	-2	?	11	11	.	-3	-3
12-hLO inh	5%	1%	-1%	-4%	0%	3%	0%	1%	-10%	1%

21. N#C/C(=C/c1ccc(CNS(=O)(=O)c2ccccc2)o1)C(=O)NCc1ccccc1
22. C=CCn1c(-c2ccc(Cl)cc2)c[nH]c1=S
23. Cc1ccc(C)c(C(=O)COC(=O)c2cc(Cl)nc3ccccc23)c1
24. COc1cccc(OCCNc2cc(N3CCOCC3)ccc2[N+](=O)[O-])c1
25. O=C(CNS(=O)(=O)c1ccc(Br)cc1)N1CCN(c2ccc(F)cc2)CC1
26. NCCCCCC(=O)O
27. Nc1nc(NCc2ccco2)nn1-c1ccccc1
28. O=C(O)CCN(CCC(=O)O)c1ccccc1
29. COCCCn1c(-c2ccc(Cl)cc2)n[nH]c1=S
30. Cc1ccc(C(=O)N2CCN(S(C)(=O)=O)C2)cc1

entry no.	21	22	23	24	25	26	27	28	29	30
15-hLO-2 inh	.	?	.	.	.	-7%	3%	4%	6%	29%
PNC inhibitor	-8	-7	-25	?	118	.	-3	?	17	-2
IMPase cell inh	.	1	.	.	-4	-5[20.6 µM]	-4	-4	-8	-9
12-hLO inh	0%	-2%	-6%	-4%	-9%	-2%	-2%	2%	-5%	-6%

31. CCOC(=O)CCCCNCc1ccccc1
32. CCOc1cc(C)nc(N2CCCC(C(=O)NCc3ccccc3F)C2)n1 (stereo not drawn)
33. CCOC(=O)C(NC(C)=O)(Nc1cccc(F)c1)C(F)(F)F (stereo not drawn)
34. CCN(c1ccc(NC(=O)CN2C(=O)NC3(CCOc4ccccc43)C2=O)cc1)C(C)C (stereo not drawn)
35. Cn1cccc1Cc1nnc(SCC(=O)NCc2ccc3c(c2)OCO3)n1CCc1ccccc1
36. COc1ccc(NC(=O)Cn2nnc(C(=O)NCc3ccco3)c2N)c(OC)c1
37. CCOC(=O)C1CCN(c2nc3ccccc3nc2C(C#N)C(=O)OCCOC)CC1 (stereo not drawn)
38. CCCc1nc2ccc(NC(=O)NCCC(=O)OCC)cc2c(=O)n1Cc1ccc(Cl)cc1
39. CCCNC(=O)OCCC12CC3CC(CC(C3)C1)C2
40. O=[n+]1cc(-c2ccc(Br)cc2)n([O-])c2c1CCC2

entry no.	31	32	33	34	35	36	37	38	39	40
15-hLO-2 inh	.	7%	-1%	-11%	-4%	5%	-13%	.	.	.
PNC inhibitor	-100*	?	32	-5	?	-10	46	-26	-25	1
IMPase cell inh	-7	14	6	-2	9	-8	15	10	.	.
12-hLO inh	9%	-3%	4%	-3%	-11%	-4%	-6%	-2%	-6%	1%

Four entries from above, ordered by molecular weight, highest first:
36. COc1ccc(NC(=O)Cn2nnc(C(=O)NCc3ccco3)c2N)c(OC)c1
32. CCOc1cc(C)nc(N2CCCC(C(=O)NCc3ccccc3F)C2)n1 (stereo not drawn)
33. CCOC(=O)C(NC(C)=O)(Nc1cccc(F)c1)C(F)(F)F (stereo not drawn)
31. CCOC(=O)CCCCNCc1ccccc1

entry no.	36	32	33	31
15-hLO-2 inh	5%	7%	-1%	.
PNC inhibitor	-10	?	32	-100*
IMPase cell inh	-8	14	6	-7
12-hLO inh	-4%	-3%	4%	9%

Next entries follow:
41. Cn1c(N/N=C2\CCCc3ccccc32)nc2c1c(=O)n(Cc1ccccc1)c(=O)n2C
42. O=C(OCCCN=C1NS(=O)(=O)c2ccccc21)C1CC(=O)N(c2ccc(Cl)cc2)C1 (stereo not drawn)
43. Cc1ccc(NC(=S)NN2CCN(C)CC2)cc1
44. O=C(Oc1ccc(C(=S)N2CCOCC2)cc1)c1ccc(Br)cc1
45. CCOC(=O)CSc1nnc(-c2nnc(SCC(=O)OCC)n2CC)n1CC
46. Cc1cc(C)n2c(Br)c(CSc3nc4ccccc4s3)nc2n1
47. COc1ccc(C(C2C(=O)CC(C)(C)CC2=O)C2C(=O)CC(C)(C)CC2=O)cc1COCC(F)(F)F
48. Cc1cc(C)n2nc(-c3cnn(C)c3C(F)(F)F)cc2n1
49. COc1ccc(-c2cnnc(N/N=C/c3ccc(OC)c(OC)c3)n2)cc1
50. CCOC(=O)c1c(C)[nH]c(C(=O)COC(=O)C2CC2C)c1C (stereo not drawn)

entry no.	41	42	43	44	45	46	47	48	49	50
15-hLO-2 inh	.	.	.	.	7%	.	.	.	.	-1%
PNC inhibitor	2	15	-10	-6	26	12	?	0	18	35
IMPase cell inh	-11	8	.	.	2	.	.	-10	.	1
12-hLO inh	-1%	-9%	2%	-1%	-3%	1%	1%	3%	-5%	3%

51. O=C(NCCN1CCN(c2ccccc2)CC1)C1CCN(S(=O)(=O)c2cccs2)CC1
52. Oc1ccccc1C1OCC2(CO1)COC(c1ccccc1O)OC2 (stereo not drawn)
53. CCCS(=O)(=O)N1CCC(C(=O)NCCc2ccccc2)CC1
54. CCN1C(=O)S/C(=C/c2cn(C)c3ccccc23)C1=O
55. CCOC(=O)c1c(-c2ccccc2)csc1NC(=O)c1ccc(S(=O)(=O)N2CCOCC2)cc1
56. Cc1cc(C)c(C#N)c(SCCS(=O)(=O)Cc2ccc(Cl)cc2)n1
57. O=C(Nc1ccc(N2CCOCC2)cc1)Nc1cnsn1
58. Cc1noc(C)c1-c1cc(NCc2ccccc2)ncn1
59. COc1ccccc1C(=O)OCC(=O)Nc1ccc(OC(F)F)cc1
60. O=C(CSc1nnc(Cc2cccs2)n1-c1ccccc1)Nc1ccc2c(c1)OCCO2

entry no.	51	52	53	54	55	56	57	58	59	60
15-hLO-2 inh	41%[activator]	.	4%	.	.	-9%	4%	2%	-4%	-5%
PNC inhibitor	40	-20	0	?	?	?	-1	.	36	4
IMPase cell inh	0	.	0	.	.	-3	10	.	0	2
12-hLO inh	-5%	-4%	3%	-7%	0%	-4%	-2%	3%	-2%	-1%

61. Cc1ccc(S(=O)(=O)Nc2ccccc2CNc2cccc(C)n2)cc1
62. COc1ccc(C2CC(c3ccccc3)n3nc(NC(=O)c4cccs4)nc3N2)cc1 (stereo not drawn)
63. O=C(Cn1cnc2c(nnn2-c2ccc(F)cc2)c1=O)N1CCCC1
64. CCN(CC)S(=O)(=O)c1cccc(C(=O)NC(C(=O)Nc2nnc(C3CC3)s2)C(C)C)c1 (stereo not drawn)
65. O=C(CN(Cc1ccccc1)S(=O)(=O)c1ccc(Br)cc1)NCc1ccco1
66. O=C(COC(=O)c1cc([N+](=O)[O-])ccc1NCCO)c1ccc(Cl)cc1
67. COc1cc(NC(=O)Cn2ncc3c2-c2ccccc2OC3)cc(OC)c1OC
68. Cn1cccc1C(=O)N1CCC2(CC1)CN(c1ccccn1)C2
69. COC(=O)c1[nH]cnc1C(=O)c1ccccc1
70. CN(CCO)C1=CC(=O)CC(C)(C)C1
71. CC(C)(C)c1ccc(OCC(=O)NCCN2CCCC2)cc1
72. Cc1ccc(-c2ccccc2NC(=O)CCl)o1
73. N[C@@H](C(=O)O)c1cc(O)ccc1Cl

entry no.	61	62	63	64	65	66	67	68	69	70	71	72	73
15-hLO-2 inh	.	71%[activator]	10%	-2%	-12%	.	-4%	2%	-2%	.	18%	5%	18%
PNC inhibitor	?	42	12	-19	37	14	-18	.	1	?	1	?	.
IMPase cell inh	-4	10	5	1	5	1	-1	.	-9	5	2	0	-3
12-hLO inh	-8%	7%	0%	8%	-2%	-7%	-2%	-1%	0%	1%	0%	4%	-6%

Single records, as listed above.
Listed for Cc1ccc(C2C(C#N)=C(N)N(N(C)C)C3=C2C(=O)CCC3)cc1 (stereo not drawn) → 15-hLO-2 inh: .; PNC inhibitor: -2; IMPase cell inh: .; 12-hLO inh: 1%
Listed for Cc1ccc(C)c(C(=O)COC(=O)c2cc(Cl)nc3ccccc23)c1 → 15-hLO-2 inh: .; PNC inhibitor: -25; IMPase cell inh: .; 12-hLO inh: -6%
Listed for O=C(COC(=O)c1cc([N+](=O)[O-])ccc1NCCO)c1ccc(Cl)cc1 → 15-hLO-2 inh: .; PNC inhibitor: 14; IMPase cell inh: 1; 12-hLO inh: -7%
